Compound activity: PubChem, National Center for Advancing Translational Sciences (NCATS)
SNCA expr inhib = inhibitors of alpha-synuclein (SNCA) gene expression. HEK-293 SNCA-luciferase knock-in, luminescence, 24 h. Potency, µM (titrated, usually from 57.2 µM), for the others: at the top dose activity change, negative = inhibition, most hits filed as inhibitors. actives 0.17% (n = 140,000). AID 1671194;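 further: potency means the concentration at half of the fitted maximal effect; plate controls were DMSO cells for no effect and cell-free wells for full effect; nearly all actives have a fitted effect of over 45% in size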
Luciferase inh = blocks purified firefly luciferase enzyme activity | P08659 | purified P. pyralis luciferase, luminescence, biochemical | Potency, µM (top dose mostly 115 µM), for the others: at the top dose activity change, negative = inhibition, actives largely listed as inhibitors | actives 2.5% (n = 76,000); further: potency means the concentration at half of the fitted maximal effect; nearly all actives have a fitted effect of over 65% in size
Target sequence (P08659 whole entry, looked up): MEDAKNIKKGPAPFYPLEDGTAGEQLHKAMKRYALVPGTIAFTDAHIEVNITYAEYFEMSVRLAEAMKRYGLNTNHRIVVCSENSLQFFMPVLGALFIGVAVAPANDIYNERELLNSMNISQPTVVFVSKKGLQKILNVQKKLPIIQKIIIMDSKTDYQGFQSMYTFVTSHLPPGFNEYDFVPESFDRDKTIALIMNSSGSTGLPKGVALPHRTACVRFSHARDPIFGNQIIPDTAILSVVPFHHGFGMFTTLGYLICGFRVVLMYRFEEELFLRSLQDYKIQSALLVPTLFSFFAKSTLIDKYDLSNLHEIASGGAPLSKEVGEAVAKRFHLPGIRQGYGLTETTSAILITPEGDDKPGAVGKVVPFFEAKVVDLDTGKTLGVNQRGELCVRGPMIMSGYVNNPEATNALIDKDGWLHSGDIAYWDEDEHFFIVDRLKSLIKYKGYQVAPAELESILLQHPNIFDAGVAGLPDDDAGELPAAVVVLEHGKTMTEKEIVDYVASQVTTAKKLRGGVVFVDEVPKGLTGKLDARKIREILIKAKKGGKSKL
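Cell-free enzyme assay, 10nM P. pyralis luciferase, luciferin and ATP each at 10uM. Inhibition profiled over a 6-point titration, read as luminescence.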
3T3 cytotox = kills NIH 3T3 cells | NIH 3T3 viability, CellTiter-Glo ATP luminescence, 48-72 h | Potency, µM (highest dose often 96.7 µM), inactives show at the top dose activity change, negative = cytotoxicity, most hits filed as inhibitors | actives 4.3% (n = 94,000); further: potency means the concentration at half of the fitted maximal effect; nearly all actives have a fitted effect of over 55% in size
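Viability of NIH 3T3 cells after 48 or 72 hr compound treatment at 37 °C was assessed by CellTiter-Glo, with luminescence imaged following a 10 min room-temperature step.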
HEK cytotox = kills HEK 293 cells; HEK 293 viability, ATP luminescence (CellTiter-Glo), 48-72 h; Potency, µM (titrated, usually from 115 µM), for inactives: at the top dose activity change, negative = cytotoxicity, actives largely listed as inhibitors; actives 6.6% (n = 94,000); further: potency means the concentration at half of the fitted maximal effect; nearly all actives have a fitted effect of over 60% in size
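Cytotoxicity was scored by loss of ATP-coupled luminescence (CellTiter-Glo) in HEK 293 cells. Compound treatment ran 48 or 72 hr at 37 degree Celsius, 5% CO2, 95% humidity.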
SNCA viab count = reduces viability of HEK-293 SNCA reporter cells | actives 0.12% (n = 150,000) | HEK-293-SNCA-luc viability, GF-AFC fluorescence, 24 h | Potency, µM (series often up to 57.1 µM), for inactives: at the highest dose activity change, negative = cytotoxicity, actives largely listed as cytotoxic;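 further: potency means the concentration at half of the fitted maximal effect; 0% = DMSO-treated cells and -100% = medium-only wells without cells; nearly all actives have a fitted effect of over 30% in size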
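Cytotoxicity counterscreen: after 24 h compound treatment of genome-edited SNCA-luciferase HEK-293 cells, live-cell protease substrate GF-AFC read by fluorescence after 30 min; activity scaled between DMSO (0%) and medium-only (-100%), curves Hill-fitted.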
GPT2 inhibitor = inhibitors of human GPT2 alanine aminotransferase. Q8TD30. Recombinant GPT2, coupled pyruvate oxidase/HRP Amplex Red fluorescence. Potency, µM (series often up to 57.7 µM), for the others: top-dose activity change, negative = inhibition, actives largely listed as inhibitors. actives 0.25% (n = 100,000). AID 1671188; further: potency means the concentration at half of the fitted maximal effect; nearly all actives have a fitted effect of over 60% in size; many of its hits are not listed in these tables
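Inhibition is scored from Amplex Red fluorescence generated when pyruvate oxidase and HRP act on pyruvate released by GPT2. Reactions contain 10ng/uL enzyme, 250uM a-KG and 2mM L-alanine and run 30 min at room temperature.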
IP6K1 inhibitor = blocks human inositol hexakisphosphate kinase 1; Q92551; IP6K1 kinase, ADP-Glo luminescence, 2 h; active compounds read low; activity change, % (series mostly up to about 58 µM); actives 0.81% (n = 140,000); in the data active means activity change below about -25%
Target sequence (Q92551 whole entry, looked up): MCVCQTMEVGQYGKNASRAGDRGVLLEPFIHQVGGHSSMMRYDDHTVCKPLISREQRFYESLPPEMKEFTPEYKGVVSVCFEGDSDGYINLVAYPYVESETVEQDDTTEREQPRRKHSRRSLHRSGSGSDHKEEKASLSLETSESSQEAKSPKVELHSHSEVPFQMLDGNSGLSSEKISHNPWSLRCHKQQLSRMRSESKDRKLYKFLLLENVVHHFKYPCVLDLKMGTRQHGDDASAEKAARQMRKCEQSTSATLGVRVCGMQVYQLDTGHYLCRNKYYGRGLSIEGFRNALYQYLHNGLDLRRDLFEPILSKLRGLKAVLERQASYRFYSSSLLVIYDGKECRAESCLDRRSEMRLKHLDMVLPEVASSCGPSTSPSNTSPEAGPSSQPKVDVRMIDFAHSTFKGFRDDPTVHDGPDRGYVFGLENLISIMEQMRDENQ
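ADP-Glo luminescence measures ADP made by human IP6K1 during a 2 h RT reaction with ATP/IP6 (mix at 1.3 mM/130 uM); top library doses 57.5 and 19.1 uM final.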
* hit, by the source's call; i = inactive; ? = inconclusive; / = no result given; [ ] = remark or other dose. Unless noted, the call rests on the fitted dose curve; in most records, active means well fitted curve in the direction sought with a large enough effect; inconclusive means small, poorly fitted or top-dose-only effect, or another doubt; inactive means no such curve, though single readings can be large; an effect the other way counts as inactive or inconclusive. Unless noted, on the % scale 0 is the no-effect control and ±100 the full control effect.

SMILES	SNCA expr inhib	Luciferase inh	3T3 cytotox	HEK cytotox	SNCA viab count	GPT2 inhibitor	IP6K1 inhibitor
Cc1ccccc1OCC(=O)Nc1ccc(OCc2cc(=O)n3ccsc3n2)cc1	-7%	/	/	/	0%	/	-12
CS(=O)(=O)c1ccc(OC[C@H]2C[C@@H](NC(=O)c3cccnc3)[C@H](O)[C@@H]2O)cc1	-11%	-3%	-3%	i	3%	i	6
COc1cc(C(=O)N2CCC(c3nc4ccccc4s3)CC2)cc(OC)c1OC	-12%	/	/	/	4%	/	-11
CN(CC1CCOC1)S(=O)(=O)c1cccc(Cl)c1 (stereo not given)	6%	2%	-2%	0%	2%	-1%	18
CCCc1nc(C(=O)NC2CCCc3nc(N(C)C)ncc32)cs1 (stereo not given)	1%	9%	-2%	4%	-18%	i	-12
CC(=O)N1CCN(c2cc(-c3noc([C@@H]4CCCN4C4CCC4)n3)ccn2)CC1	-4%[87.6 µM]	-6%[172 µM]	-8%[138 µM]	-24%[172 µM]	3%[87.6 µM]	i	-8
COc1cc(Nc2ncc3c(n2)CCN(Cc2cc(Br)cs2)C3)cc(OC)c1	80%[activator]	/	/	/	11%	/	18
COc1ccc(NC(=O)CCn2c(-c3ccc(F)cc3)cc(C(C)=O)c2C)c(OC)c1	-2%	/	/	/	?	/	36
COC[C@@H]1CN(S(=O)(=O)C(C)C)C[C@H]1c1ccncc1	13%	0%	-14%	2%	2%	-2%	6
O=c1cc(-c2ccccc2)[nH]c2nc(Cl)ccc12	-20%	/	/	/	-6%	i	/
CC(C)N=C(N)/N=C(\N)Nc1ccc(Cl)cc1	-9%[25.6 µM]	/	/	/	15%[23.9 µM]	i	23
Cc1ccc(NC(=O)C2CCN(c3cc(C)nc4c(-c5ccc(Cl)cc5)c(C)nn34)CC2)c(C)c1	27%	/	/	/	18%	/	1
CC(C)c1ccc([S+](=O)([O-])c2nnn3c2nc(NCc2ccncc2)c2ccccc23)cc1	?	/	40µM*	50µM*	-10%	i	-2
CC(c1cccs1)N(C)S(C)(=O)=O (stereo not given)	2%[87.6 µM]	3%[230 µM]	-11%[174 µM]	-6%[230 µM]	-7%[87.6 µM]	i	6
Cc1ccc(N2CC(NC(=O)c3cccs3)CC2=O)cc1 (stereo not given)	-13%	/	/	/	-7%	/	3
O=C(NC1CCCN(c2cc(-c3ccc(F)cc3)[nH]n2)C1)c1ccccc1Cl (stereo not given)	42%[activator]	-12%	-22%	?	-16%	-5%	12
COc1cccc(CNC(=O)N2CCC(N3CC4CC(C3)[C@H]3CCCC(=O)N3C4)CC2)c1 (stereo not given in full)	3%	9%	i	13%	-11%	i	-8
Cc1nn(C)c(C)c1CCNC(=O)CCC[C@H]1NC[C@@H]2C[C@H]1CN(Cc1ccccc1)C2	2%	-16%	-2%	0%	2%	5%	-3
COc1ccc(-c2nc3nccc(-c4ccco4)n3n2)c(OC)c1	46%[activator]	-20%	?	?	-10%	-8%	-9
O=C(NC[C@H]1O[C@H](Cc2cc(-c3ccccc3)on2)CC[C@@H]1O)N1CCOCC1	19%[87.6 µM]	-12%[172 µM]	-8%[174 µM]	-2%[172 µM]	-2%[87.6 µM]	-3%[88.5 µM]	-7
CCCNC(=O)NC1CCc2nn(CC3CC3)c(=O)n2CC1 (stereo not given)	-6%	2%	4%	-26%	-18%	i	-7
CC(C)c1ccc(-c2noc(SCC(=O)N3CCN(c4ccccc4F)CC3)n2)cc1	5%	/	/	/	-6%	/	20
N#Cc1cccc(CN2C[C@H](O)C[C@H]2c2nc(Cc3ccccc3)no2)c1	43%[activator][87.6 µM]	-19%[172 µM]	-27%[174 µM]	?	3%[87.6 µM]	1%[88.5 µM]	5
Cc1ccc(C)c(N2CCN(C(=O)CCCCCn3c(=O)[nH]c4ccccc4c3=O)CC2)c1	-14%	/	/	/	-3%	/	-15
C/C(=C\c1ccccc1)CN1CCC2(Cc3ccccc3CNC2=O)C1 (stereo not given)	-22%	/	?	?	-17%	3%	-10
Cc1nc(CN2C(=O)OC3(CCN(C(=O)Cc4ccc5c(c4)OCO5)CC3)C2(C)c2ccccc2)cs1 (stereo not given)	-16%	2%	?	-12%	-14%	-7%	-2
Cc1ccccc1CN1C(=O)c2ccccc2Sc2ccc(C(=O)N3CCCC3)cc21	-16%	/	/	/	?	/	0
Cc1cc(C(=O)N2C[C@@H](COCC3CC3)[C@H](c3ccccn3)C2)c(C)o1	26%	-2%	?	?	-2%	i	8
O=[S+]([O-])(c1ccccc1)N1CCn2c(nnc2C2CCCNC2)C1 (stereo not given)	16%	-4%	-8%	?	-14%	i	14
Cc1noc(C)c1-c1cc2cc(CN(C)C)oc2c(NCc2ccccc2)n1	13%[87.6 µM]	2%[172 µM]	?	?	-6%[87.6 µM]	1%[88.5 µM]	-12
COc1ccccc1CCC(=O)N(C)C1CCc2nn(CC3CC3)c(=O)n2CC1 (stereo not given)	-16%	1%	-19%	?	-6%	1%	-3
COc1ccc(Nc2ccnc(N3CCN(C(=O)c4cccc(OC)c4)CC3)n2)cc1	-11%	/	25µM*	16µM*	-22%	i	-7
C=CCN(Cc1nc(-c2ccccc2)no1)C(=O)c1cccc(OC)c1OC	26%	6%	?	?	-3%	-25%	12
CCc1ccc(NC(=O)CN(Cc2ccccc2)S(=O)(=O)c2ccc3nc(C)sc3c2)cc1	-23%	/	/	/	-4%	/	-14
Cc1nc(-c2ccc(S(=O)(=O)Nc3ccc(OC(F)(F)F)cc3)cc2)co1	-6%	/	/	/	4%	/	-7
Cc1noc(-c2cccc(OC3CN(S(=O)(=O)c4c(C)nn(C)c4C)C3)c2)n1	-27%	-7%	-23%	-28%	6%	i	-9
N#Cc1ccc(CN2CCc3nc(C(=O)N4CCOCC4)oc3CC2)cc1	?	2%[172 µM]	-23%[138 µM]	?	-13%[87.6 µM]	2%[88.5 µM]	3
COc1ccc(-c2cnc3[nH]cc(CC(=O)N4CCNC(=O)C4)c3c2)cc1	4%[87.6 µM]	-25%[172 µM]	?	-11%[172 µM]	3%[87.6 µM]	-17%[88.5 µM]	-12
O=C1CO[C@H]2CN(c3ncccn3)C[C@H]2N1CC1CCCCC1	-9%[87.6 µM]	-3%[172 µM]	-18%[138 µM]	-27%[172 µM]	-12%[87.6 µM]	i	-27*
Cc1ccccc1CN1CCC2(C1)C(=O)N(C)C(=O)N2C (stereo not given)	6%	-6%	-28%	-7%	-1%	-6%	-22

The closing 6 compounds of the section before are carried over, then new ones follow:
SMILES	SNCA expr inhib	Luciferase inh	3T3 cytotox	HEK cytotox	SNCA viab count	GPT2 inhibitor	IP6K1 inhibitor
Cc1nc(-c2ccc(S(=O)(=O)Nc3ccc(OC(F)(F)F)cc3)cc2)co1	-6%	/	/	/	4%	/	-7
Cc1noc(-c2cccc(OC3CN(S(=O)(=O)c4c(C)nn(C)c4C)C3)c2)n1	-27%	-7%	-23%	-28%	6%	i	-9
N#Cc1ccc(CN2CCc3nc(C(=O)N4CCOCC4)oc3CC2)cc1	?	2%[172 µM]	-23%[138 µM]	?	-13%[87.6 µM]	2%[88.5 µM]	3
COc1ccc(-c2cnc3[nH]cc(CC(=O)N4CCNC(=O)C4)c3c2)cc1	4%[87.6 µM]	-25%[172 µM]	?	-11%[172 µM]	3%[87.6 µM]	-17%[88.5 µM]	-12
O=C1CO[C@H]2CN(c3ncccn3)C[C@H]2N1CC1CCCCC1	-9%[87.6 µM]	-3%[172 µM]	-18%[138 µM]	-27%[172 µM]	-12%[87.6 µM]	i	-27*
Cc1ccccc1CN1CCC2(C1)C(=O)N(C)C(=O)N2C (stereo not given)	6%	-6%	-28%	-7%	-1%	-6%	-22
CCOC(=O)C[C@@H]1C[C@@H](C(C)C)[C@H](CNC(=O)c2ccc(C#N)cc2)C=C1C	?	-2%[172 µM]	?	?	?	-17%[88.5 µM]	14
COc1ccc(Cn2c(=O)c3oc4ccccc4c3n(Cc3cccc(F)c3)c2=O)cc1	6%	/	/	/	2%	/	8
COc1cccc(-c2ccc(C(=O)NCCNC(=O)c3ccc(C(F)(F)F)cc3)cc2)c1	/	/	3%	?	/	/	-7
O=C1COc2cc(C(=O)NCC3CCOc4ccccc4C3)ccc2N1 (stereo not given)	1%	8%	-21%	4%	-8%	5%	9
O=C(NC[C@H]1O[C@H](Cc2cc(COc3ccccc3)on2)CC[C@@H]1O)c1ccccc1	35%[87.6 µM]	2%[172 µM]	?	?	-14%[87.6 µM]	-50%[88.5 µM]	-1
Cc1ccccc1-c1cn(C)c(=O)n2cc(CNc3ccccc3)nc12	15%[87.6 µM]	7%[172 µM]	?	?	14%[87.6 µM]	1%[88.5 µM]	-12
COc1cccc([S+](=O)([O-])N2CCCC3(CC(C(C)C)=NO3)C2)c1 (stereo not given)	-18%	/	-27%	-18%	0%	?	4
CN1C(=O)CS(=O)C12CCNCC2 (stereo not given)	8%	0%	i	i	2%	1%	-11
CCc1noc(-c2ccn3c(CNC(=O)c4c(F)cccc4F)nnc3c2)n1	4%	4%	-23%	?	-8%	2%	22
O=C(Nc1ccc(-c2nnc3n2CCCC3)cc1)c1ccc2ccccc2n1	5%	-22%	?	-45%	2%	i	-2
COc1ccc(C)cc1NC(=O)C1CCCN(S(=O)(=O)c2ccc3c(c2)CCCN3C(C)=O)C1 (stereo not given)	-18%	/	/	/	2%	/	1
COCC1CN(Cc2cc(F)cc(Br)c2)CC12CCNCC2 (stereo not given)	8%	1%	?	?	-25%	i	0
COCCCNC(=O)c1cn(CC(C)C)c(=O)c2c1c1ccccc1n2C	1%	/	/	/	-5%	/	19
CCc1ccccc1NS(=O)(=O)c1cc(Br)cc2c1N(C(=O)C1CC1)CC2	-24%	/	/	/	-22%	/	5
O=C(Cc1cccc(Cl)c1)N1CCC(n2cc(-c3nc(-c4ccccc4)no3)nn2)C1 (stereo not given)	2%	-22%	?	?	-4%	i	19
O=C(NCc1ccccc1F)c1ccc2oc(-c3cccnc3Cl)nc2c1	16%	/	?	?	1%[12.5 µM]	i	10
CSCC(=O)N1CC[C@H](NC(=O)Nc2cccc(SC)c2)[C@H]1C(=O)N[C@@H](Cc1cccs1)C(N)=O	16%	2%	-1%	1%	1%	i	-8
CCc1csc(CNC(=O)C(CC)n2cc(C(C)=O)c3ccccc32)n1 (stereo not given)	?	8%	?	?	-12%	i	-15
CN(Cc1ccncn1)C(=O)C1C2C(=O)N(CCc3ccncc3)C[C@@]23C=C[C@@H]1O3 (stereo not given in full)	8%	14%	3%	-7%	-9%	i[11.5 µM]	13

An excerpt (hit frequency here may not be typical).
